# SW480 rerep: induces DNA re-replication in SW480 colon adenocarcinoma cells; SW480 DNA re-replication, Hoechst DNA content imaging, 48 h; Potency, µM (titrated, usually from 46.1 µM), inactives show top-dose re-replication activation, actives largely listed as activators; AID 624297; 1.8% of 340,000 active; note: potency is the fitted concentration of half-maximal effect; % of control where 0% means no effect; nearly all actives have a fitted effect of over 55% in size
#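 Quantitative HTS format with DMSO vehicle controls; 48 hr drug incubation at 37 C, then 40 min Hoechst staining and scanning imager measurement at 405 nm excitation.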
# HT1080-NT tox: kills 2HG-producing HT-1080-NT fibrosarcoma cells; HT-1080-NT fibrosarcoma viability, CellTiter-Glo ATP luminescence, 48 h; Potency, µM (highest dose often 46.1 µM), for inactives: at the top dose activity, negative = less viability, hits mostly cytotoxic; 1.6% of 360,000 active;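 note: NT is the 2HG producing partner of a matched IDH1 knockdown line; potency is the fitted concentration of half-maximal effect; 0% = DMSO-treated cells and -100% = media-only wells without cells; nearly all actives have a fitted effect of over 55% in size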
#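 Toxicity toward the 2HG-producing NT line was scored as %Activity, normalised to DMSO and no-cell wells, from CellTiter-Glo luminescence after 48 hours' treatment.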
# KB-3-1 tox: kills parental KB-3-1 adenocarcinoma cells; KB-3-1 viability, CellTiter-Glo ATP luminescence, 72 h; Potency, µM (doses to about 46.1 µM), for inactives: at the highest dose activity change, negative = cytotoxic, usual class: cytotoxic; 1.4% of 400,000 active; AID 1347075; note: potency is the fitted concentration of half-maximal effect; % is set by controls: 0 for no effect and ±100 for the full control effect; nearly all actives have a fitted effect of over 60% in size
#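 72 h, 37 °C compound treatment of KB-3-1 parental cells; CellTiter-Glo added, 10 min, luminescence read. Data corrected against DMSO-only plates and normalized before curve fitting.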
# WRN helicase inh: blocks human WRN helicase. Q14191. WRN helicase unwinding, fluorescent forked duplex, kinetic. Potency, µM (titrated, usually from 114 µM), for inactives: at the top dose activity change, negative = inhibition, actives largely listed as inhibitors. 0.46% of 360,000 active. AID 651768; note: potency is the fitted concentration of half-maximal effect; % is set by controls: 0 for no effect and ±100 for the full control effect; nearly all actives have a fitted effect of over 55% in size
# Target sequence (Q14191 whole entry, looked up): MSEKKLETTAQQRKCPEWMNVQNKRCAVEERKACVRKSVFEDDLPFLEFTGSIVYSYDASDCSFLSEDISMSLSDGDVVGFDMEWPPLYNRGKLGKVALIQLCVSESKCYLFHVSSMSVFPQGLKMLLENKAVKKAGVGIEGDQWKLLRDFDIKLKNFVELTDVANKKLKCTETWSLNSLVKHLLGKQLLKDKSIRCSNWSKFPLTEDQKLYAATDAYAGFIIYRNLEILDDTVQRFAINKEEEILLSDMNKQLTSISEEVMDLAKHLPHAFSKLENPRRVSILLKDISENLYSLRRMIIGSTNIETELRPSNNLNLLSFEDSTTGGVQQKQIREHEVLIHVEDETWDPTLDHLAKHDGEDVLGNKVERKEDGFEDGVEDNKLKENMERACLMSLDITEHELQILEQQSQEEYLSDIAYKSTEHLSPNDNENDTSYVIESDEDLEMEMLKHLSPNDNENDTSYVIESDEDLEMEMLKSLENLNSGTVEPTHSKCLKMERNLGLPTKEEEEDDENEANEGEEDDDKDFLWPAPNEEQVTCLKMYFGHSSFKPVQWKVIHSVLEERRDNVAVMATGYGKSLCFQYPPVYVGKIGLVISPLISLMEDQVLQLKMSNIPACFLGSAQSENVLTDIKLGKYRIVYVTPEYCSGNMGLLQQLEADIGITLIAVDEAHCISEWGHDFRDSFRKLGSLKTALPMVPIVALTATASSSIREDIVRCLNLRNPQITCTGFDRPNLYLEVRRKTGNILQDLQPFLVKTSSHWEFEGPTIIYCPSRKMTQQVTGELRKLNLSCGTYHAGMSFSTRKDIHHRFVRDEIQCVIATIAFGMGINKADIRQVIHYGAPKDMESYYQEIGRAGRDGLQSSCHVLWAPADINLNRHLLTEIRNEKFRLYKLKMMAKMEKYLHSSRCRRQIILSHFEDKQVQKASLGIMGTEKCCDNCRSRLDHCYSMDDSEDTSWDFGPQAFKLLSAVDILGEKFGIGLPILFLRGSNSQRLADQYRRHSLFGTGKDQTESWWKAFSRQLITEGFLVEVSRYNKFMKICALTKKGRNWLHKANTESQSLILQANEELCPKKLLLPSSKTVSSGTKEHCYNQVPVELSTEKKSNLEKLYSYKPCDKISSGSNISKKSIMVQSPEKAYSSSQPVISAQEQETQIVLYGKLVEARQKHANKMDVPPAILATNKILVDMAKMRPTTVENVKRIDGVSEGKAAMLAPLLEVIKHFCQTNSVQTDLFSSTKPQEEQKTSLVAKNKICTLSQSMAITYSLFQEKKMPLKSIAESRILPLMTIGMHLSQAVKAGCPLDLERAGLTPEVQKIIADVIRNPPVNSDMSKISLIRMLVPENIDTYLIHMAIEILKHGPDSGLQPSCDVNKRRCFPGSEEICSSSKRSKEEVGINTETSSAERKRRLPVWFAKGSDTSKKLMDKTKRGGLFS
#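 Kinetic red-fluorescence monitoring (525/598 nm) tracks WRN helicase activity after 100 nM fluorophore-quencher forked duplex and 2 mM ATP are added to 20 nM enzyme pretreated 15 min at room temperature with compound.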
# HT1080 IDH1KD tx: kills HT-1080 cells with IDH1 knockdown. HT-1080 IDH1 knockdown viability, ATP luminescence, 48 h. Potency, µM (top dose mostly 46.1 µM), for inactives: top-dose activity, negative = toxicity, hits mostly cytotoxic. 2% of 360,000 active;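 note: potency is the fitted concentration of half-maximal effect; 0% = DMSO wells and -100% = cell-free medium wells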
#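 % activity derives from luminescence (CellTiter-Glo), normalised to DMSO and no-cell wells. HT-1080-IDH1KD cells, 750/well, had 48 h compound exposure at 37 °C.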
# ATXN2 expr inh: reduces ATXN2 reporter expression in HEK-293 cells; HEK-293 ATXN2-luciferase reporter, luminescence, 24 h; Potency, µM (doses to about 57 µM), without a hit: at the top dose activity change, negative = inhibition, actives largely listed as inhibitors; 0.72% of 360,000 active; note: potency is the fitted concentration of half-maximal effect; % is set by controls: 0 for no effect and ±100 for the full control effect; nearly all actives have a fitted effect of over 55% in size
#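 ATXN2-luciferase reporter cells (luciferase flanked by upstream and downstream ATXN2 gene portions) were treated 24 h at 37 °C with compounds at up to 57 uM. SteadyGlo luminescence gave expression; GF-AFC fluorescence gave viability.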
# KB-V1 MDR tox: kills drug-selected multidrug resistant KB-V1 cells. KB-V1 MDR cells viability, CellTiter-Glo, 72 h. Potency, µM (series often up to 46.1 µM), without a hit: at the top dose activity change, negative = cytotoxicity, hits mostly cytotoxic. 3.4% of 400,000 active. AID 1347076; note: potency is the fitted concentration of half-maximal effect; % is set by controls: 0 for no effect and ±100 for the full control effect; nearly all actives have a fitted effect of over 60% in size
#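 Cytotoxicity toward P-gp-expressing KB-V1 cells was determined as loss of CellTiter-Glo luminescence after 72 h at 37 degrees C. Compounds were tested in quantitative HTS format across a concentration range, with curves fitted to normalized data.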
# MCF10A rerep: inducers of DNA re-replication in MCF 10A breast cells; 2.9% of 350,000 active; AID 624296; MCF 10A DNA re-replication, Hoechst nuclear intensity, 48 h; Potency, µM (highest dose often 46.1 µM), for inactives: at the top dose activity, positive = re-replication, hits mostly activators; note: potency is the fitted concentration of half-maximal effect; % of control where 0% means no effect; nearly all actives have a fitted effect of over 50% in size
# IL1B secr inh: inhibitors of inflammasome signaling (IL-1 beta secretion). activity change, % at 57.5 µM. 4.7% of 360,000 active. THP-1 LPS/ATP IL-1B secretion, AlphaLISA, 16 h; stronger effect = lower value; in the data active = activity change below about -50%; inconclusive = mostly about -30% to -49%; note: % is set by controls: 0 for no effect and ±100 for the full control effect
#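 THP-1 cells pretreated 1 hr with compounds (up to 57.5 uM final), then stimulated with LPS (250 ng/mL final) plus ATP (1.25 mM final); secreted IL-1B measured by AlphaLISA after 16 hr, decreased signal indicating inhibition.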
# An asterisk follows results filed as active; ? = inconclusive; . = no result given; & = joins results of further samples; [ ] = remark or other dose. Unless noted, calls come from the whole dose curve; as a rule, active = well fitted curve in the direction sought with a large enough effect; inconclusive = small, poorly fitted or top-dose-only effect, or another doubt; inactive = no such curve, though single readings can be large; an effect the other way counts as inactive or inconclusive. Compounds as they come; 12% or so of the library scored in one or more.
SMILES,SW480 rerep,HT1080-NT tox,KB-3-1 tox,WRN helicase inh,HT1080 IDH1KD tx,ATXN2 expr inh,KB-V1 MDR tox,MCF10A rerep,IL1B secr inh
Cc1cccc(Nc2nnc(SCC(=O)Nc3cccc(S(=O)(=O)N4CCCCC4)c3)s2)c1,15.8%,-15.4%,-21.3%,-9.8%,-23.3%,27.1%,0.0%,?,-15.1
COc1ccc(-n2c(=O)c(CCC(=O)N(C)Cc3ccccc3C)nc3ccccc32)cc1,-7.6%,-1.8%,0.0%,-2.1%,1.6%,?,6.2%,-18.7%,0.0
C[C@@H]1CN([C@@H](C)CO)C(=O)c2cc(NC(=O)C3CCCCC3)ccc2O[C@@H](C)CCCCO[C@@H]1CN(C)C(=O)CCCN(C)C,.,5.2%,10.6%,-9.3%,-10.4%,15.1%,22.3%,.,16.8
O=C(COC(=O)COc1ccccc1)Nc1ccccc1OC(F)F,-5.9%,10.8%,-8.9%,-3.9%,0.0%,-2.9%,2.9%,-5.9%,7.3
C=CCn1c(SCC(=O)NC2CCS(=O)(=O)C2)nc2sc(CC)cc2c1=O (centres undefined),-2.5%,2.3%,21.6%,-10.1%[57.1 µM],1.9%,2.0%,-17.1%,-11.4%,-9.7
NS(=O)(=O)c1ccc(-n2ncc3c(=O)[nH]c(SCC(=O)Nc4nccs4)nc32)cc1,0.7%,-5.3%,16.2%,-1.5%,7.8%,-6.2%,-0.5%,-1.3%,7.0
O=C(NCCS(=O)(=O)N1CCN(c2ccccc2)CC1)C1CC(=O)N(c2ccc(F)cc2)C1 (centres undefined),17.0%,12.4%,5.6%&-6.1%,-1.6%,9.6%,10.1%&7.3%,?,2.3%,12.0
O=C(OCc1ccccn1)c1ccc(COc2ccccc2Cl)o1,0.4%,4.5%,17.1%,-6.0%,9.3%,-4.0%,7.0%,22.4%,-4.9
CCN(CC)C(=O)N1CCc2ccccc21,-4.7%,-1.3%,4.9%,-2.3%,-1.5%,6.5%,-2.2%,12.9%,15.0
Clc1ccc(OCc2nn3c(-c4ccco4)nnc3s2)cc1,-0.9%,-0.7%,-4.9%,2.3%,-1.9%,-5.0%,0.0%,-9.6%,-16.7
CCn1c(/C=C/c2ccc([N+](=O)[O-])o2)nc2ccccc2c1=O,?,2.59µM*,3.26µM*,-13.9%,2.59µM*,8.91µM*,5.17µM*,20.6µM*,-95.2*
CC(N)c1csc(NC(=O)Nc2cccc(C(F)(F)F)c2)n1 (centres undefined),.,18.4µM*,-0.3%,0.1%,23.1µM*,?,-1.2%,.,-102.2*
CSCCC(NS(=O)(=O)c1cccs1)C(=O)NCc1ccc(C)cc1 (centres undefined),0.164µM*,0.9%,-3.6%,-4.0%,5.8%,-8.0%,?,3.0%,17.4
COc1ccc(/C=N/NC(=O)c2ccncc2)cc1COc1ccc(NC(C)=O)cc1,?,-0.9%,-9.1%,-0.7%,?,.,-2.8%,?,-9.4
O=[N+]([O-])c1ccc(NC(=S)NCC(c2cccnc2)N2CCOCC2)cc1 (centres undefined),-4.2%,-1.9%,-0.3%,12.1%,4.2%,16.2%,-23.7%,-4.0%,5.7
CCc1nn(C(C)C(=O)NCc2cccc(Cl)c2)c(=O)c2cc3occc3n12 (centres undefined),16.7%,19.9%,14.0%,9.4%,7.1%,-2.7%,-4.5%,0.9%,-1.7
Cn1nc(C(=O)NCc2cccs2)c2ccccc2c1=O,-1.6%,14.0%,3.6%,-2.6%,-0.1%,.,-2.3%,5.8%,7.3
O=C(Cc1ccc(Cl)cc1)Nc1cc(Cl)ccn1,0.6%,-5.5%,1.5%,-1.7%,-6.7%,-12.5%,-0.7%,14.6%,?
COc1cc(OC)cc(C(=O)NNS(=O)(=O)c2ccc(F)cc2)c1,7.7%,-15.6%,-0.5%,-6.5%,-1.8%,4.4%,-2.6%,-0.6%,5.1
Cc1cc(-c2ccc(C(C)C)c(S(=O)(=O)N3CCC(C)CC3)c2)on1,-0.7%,?,20.6µM*,-13.2%,?,.,-2.7%,-2.5%,12.6
CCCCCCCn1c(NC(=O)CC)nc2ccccc21,-15.5%,-25.0%,?,0.9%,?,?,9.2µM*,6.51µM*,.
CC(C)(C)C1CCN2CCCC(c3ccc([N+](=O)[O-])cc3)(C1)C21OCCO1 (centres undefined),.,10.0%,?,-2.7%,12.2%,-12.8%,?,.,25.5
O=C(CNC(=O)COc1ccccc1)NCc1cccnc1,-17.1%,9.3%,5.7%,2.9%,9.8%,-7.4%,?,-1.5%,25.4
CCN1CCN(C(=O)C2CCN(S(=O)(=O)N3CCC4(CC3)OCCO4)CC2)CC1,-5.1%,-0.1%,11.6%,5.9%,6.4%,-5.2%,-4.3%,-2.1%,8.8
CCCCN1C=CC(=C2N=c3cccc([N+](=O)[O-])c3=N2)C=C1,-94.6%[inhibitor],5.9%,22.9%,14.3%,5.6%,-13.0%,-3.6%,-56.2%[inhibitor],0.0

# A second format for 2 compounds above.
> O=C(Cc1ccc(Cl)cc1)Nc1cc(Cl)ccn1
  SW480 rerep: 0.6%
  HT1080-NT tox: -5.5%
  KB-3-1 tox: 1.5%
  WRN helicase inh: -1.7%
  HT1080 IDH1KD tx: -6.7%
  ATXN2 expr inh: -12.5%
  KB-V1 MDR tox: -0.7%
  MCF10A rerep: 14.6%
  IL1B secr inh: ?
> CC(C)(C)C1CCN2CCCC(c3ccc([N+](=O)[O-])cc3)(C1)C21OCCO1 (centres undefined)
  SW480 rerep: .
  HT1080-NT tox: 10.0%
  KB-3-1 tox: ?
  WRN helicase inh: -2.7%
  HT1080 IDH1KD tx: 12.2%
  ATXN2 expr inh: -12.8%
  KB-V1 MDR tox: ?
  MCF10A rerep: .
  IL1B secr inh: 25.5

# Other compounds:
SMILES,SW480 rerep,HT1080-NT tox,KB-3-1 tox,WRN helicase inh,HT1080 IDH1KD tx,ATXN2 expr inh,KB-V1 MDR tox,MCF10A rerep,IL1B secr inh
CC(C)Cn1c(O)c(N=NC(=O)c2cccc(S(=O)(=O)N3CCCCC3)c2)c2ccccc21,?,3.3%,?,8.1%,-1.5%,-13.7%,2.06µM*,?,?
CCOc1c(Cl)cc(C(=O)Nc2ccccc2C(=O)O)cc1Cl,-7.2%,14.1%,-1.5%,-11.5%,13.7%,.,11.5%,13.1%,0.0
CN(C)S(=O)(=O)c1ccc2nnn(O)c2c1,-2.2%,11.2%,-6.5%,-1.3%,8.3%,-5.4%,?,-4.6%,7.2
COc1ccc(CCNC(=O)C(=O)NCC2CCCO2)cc1 (centres undefined),-6.5%,9.1%,10.3%,-6.6%,7.6%,-6.6%,19.6%,-10.0%,-5.2
CCOC(=O)c1c(C)[nH]c(C(=O)OCC(=O)Nc2ccc(Cl)cn2)c1C,3.2%,-1.2%,-0.8%,-13.2%,-23.7%,3.0%,-25.7%,-5.9%,32.8
CCOC(=O)N1CCC(N(CCOC)C(=O)Nc2ccc(Cl)c(Cl)c2)CC1,15.3%,5.2%,-18.1%,-9.9%,-26.9%,?,?,28.8%,-62.8*
Cc1ccn2c(=O)nc(SCC(=O)OCc3ccccc3)nc2c1,-86.1%[inhibitor],-1.2%,-16.3%,-27.3%,14.5%,-1.6%,27.8%,6.0%,-15.3
O=C(CN(CC1CCCO1)C(=O)CNS(=O)(=O)c1ccccc1)NCc1ccco1 (centres undefined),3.5%,5.6%,-8.4%,8.8%,4.9%,4.1%,8.0%,5.2%,15.6
CCN(CC(=O)NCc1ccc(F)cc1)C(=O)CN1CCN(c2ccc(OC)cc2)CC1,-16.8%,18.4%,-7.2%,?,4.3%,-22.9%,-24.6%,-8.2%,-11.8
CC1CCCCC1NC(=O)C1CCN(S(=O)(=O)N2CCC3(CC2)OCCO3)CC1 (centres undefined),?,9.1%,-0.3%,-1.4%,?,1.1%,?,-7.0%,11.6
CC1CCCN(C(=O)C2CC(=O)N(c3ccc(Cl)cc3)C2)C1 (centres undefined),-10.2%,13.1%,-1.8%,-3.7%,-3.6%,0.7%,?,-0.6%,-6.1
O=S1(=O)CC(N2CCN(c3ccccn3)CC2)CN1C1CCCCC1 (centres undefined),.,1.6%,-1.0%,-5.7%,-2.9%,2.3%,-8.9%,.,-12.2
CCc1ccc(NC(=O)Cn2nnc(C(=O)NCc3cccs3)c2N)cc1,-0.7%,-3.0%,-0.1%,7.9%,-4.0%,.,2.1%,-1.4%,12.6
CN(C)CCN(C(=O)c1ccc2ccccc2c1)c1nc2ccc(Br)cc2s1,-8.1%,-1.0%,-2.1%,5.3%,6.9%,.,0.0%,6.3%,-11.1
CCOC(=O)N1CCC(N2CCN(Cc3ccc(C)o3)C(CCO)C2)CC1 (centres undefined),-16.4%,3.5%,-0.4%,-5.6%,11.1%,17.4%,6.5%,19.1%,-4.0
Cc1ccc(-c2nnc(SCC(=O)N/N=C/c3c(C)nn(-c4ccccc4)c3C)n2-c2ccccc2)cc1,?,3.0%,?,2.0%,-22.0%,-5.4%,14.6µM*,?,-0.5
CC1(C)c2[nH]c3ccccc3c2C[C@H]2C(=O)N(CCCO)CC(=O)N21,-3.0%,7.5%,-1.1%,1.1%,-0.6%,.,-13.4%,14.1%,-19.1
CCN(Cc1ccccc1)C(c1ccccn1)c1nnnn1C1CCCCC1 (centres undefined),6.9%,11.5%,-26.2%,-6.6%,12.6%,-12.1%,?,?,-11.4
Cc1cccc(NC(=O)c2ccc(OCc3c(C)noc3C)cc2)n1,-19.9%,-3.1%,?,2.5%,-9.4%,.,?,-0.5%,52.8
Cc1nc2c(=O)oc3ccccc3c2n1-c1ccccc1,-8.9%,1.8%,12.1%,1.6%,5.0%,2.0%,8.1%,-3.1%,-4.4
COc1ccc(C2CCCN2C(=O)Nc2ccccc2)cc1OC (centres undefined),-0.3%,16.4%,5.6%,-3.6%,5.5%,-8.0%,8.1%,-0.2%,-9.9

# Source: PubChem BioAssay
